Source: PubChem
WRN inhibitor: blocks human WRN helicase; WRN helicase unwinding, fluorescent forked duplex, kinetic; Potency, µM (top dose mostly 114 µM), inactives show at the highest dose activity change, negative = inhibition, hits mostly inhibitors; 360,000 compounds, 0.46% hits; note: potency is the fitted concentration of half-maximal effect; % is set by controls: 0 for no effect and ±100 for the full control effect; nearly all actives have a fitted effect of over 55% in size
Target sequence (Q14191 whole entry, looked up): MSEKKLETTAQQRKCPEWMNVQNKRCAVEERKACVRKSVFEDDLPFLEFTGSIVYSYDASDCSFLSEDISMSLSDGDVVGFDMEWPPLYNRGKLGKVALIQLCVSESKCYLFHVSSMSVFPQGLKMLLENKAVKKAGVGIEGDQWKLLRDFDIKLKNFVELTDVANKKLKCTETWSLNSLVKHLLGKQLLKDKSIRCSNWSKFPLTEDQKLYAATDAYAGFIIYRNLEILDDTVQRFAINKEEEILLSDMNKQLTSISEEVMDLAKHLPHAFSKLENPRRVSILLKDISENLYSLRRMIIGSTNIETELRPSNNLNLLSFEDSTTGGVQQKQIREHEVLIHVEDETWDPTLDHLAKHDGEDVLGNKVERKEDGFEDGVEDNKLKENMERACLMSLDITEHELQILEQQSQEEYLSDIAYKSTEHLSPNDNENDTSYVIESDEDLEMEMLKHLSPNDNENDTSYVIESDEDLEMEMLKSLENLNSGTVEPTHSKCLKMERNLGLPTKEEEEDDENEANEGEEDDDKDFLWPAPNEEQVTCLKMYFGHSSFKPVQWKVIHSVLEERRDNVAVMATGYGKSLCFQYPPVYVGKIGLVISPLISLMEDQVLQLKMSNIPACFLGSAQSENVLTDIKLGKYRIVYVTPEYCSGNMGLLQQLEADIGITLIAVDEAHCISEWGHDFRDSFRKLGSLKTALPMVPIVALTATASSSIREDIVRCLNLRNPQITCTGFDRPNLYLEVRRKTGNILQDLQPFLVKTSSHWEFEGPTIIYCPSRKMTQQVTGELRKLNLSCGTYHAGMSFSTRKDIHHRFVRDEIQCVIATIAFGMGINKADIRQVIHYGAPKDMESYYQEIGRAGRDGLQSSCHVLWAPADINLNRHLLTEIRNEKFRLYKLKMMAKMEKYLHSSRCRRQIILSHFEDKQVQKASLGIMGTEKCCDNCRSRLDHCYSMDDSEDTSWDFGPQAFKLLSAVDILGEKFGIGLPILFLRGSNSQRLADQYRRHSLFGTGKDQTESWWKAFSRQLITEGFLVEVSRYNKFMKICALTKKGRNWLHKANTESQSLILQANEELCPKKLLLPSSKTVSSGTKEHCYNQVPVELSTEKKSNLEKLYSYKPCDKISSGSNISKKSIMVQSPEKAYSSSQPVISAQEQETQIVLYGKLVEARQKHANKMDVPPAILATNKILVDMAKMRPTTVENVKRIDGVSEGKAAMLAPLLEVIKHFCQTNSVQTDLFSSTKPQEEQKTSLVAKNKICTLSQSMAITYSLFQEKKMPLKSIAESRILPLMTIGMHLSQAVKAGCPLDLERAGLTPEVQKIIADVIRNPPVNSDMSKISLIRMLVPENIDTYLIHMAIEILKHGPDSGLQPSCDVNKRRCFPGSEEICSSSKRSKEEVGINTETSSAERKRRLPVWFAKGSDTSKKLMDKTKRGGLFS
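WRN at 20 nM final preincubated with compound 15 min at room temperature; reaction started with 100 nM fluorophore/quencher forked duplex oligonucleotide and 2 mM ATP final. Unwinding followed kinetically by red fluorescence (ex 525, em 598 nm).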
KB-3-1 cytotox: kills parental KB-3-1 adenocarcinoma cells. Potency, µM (top dose mostly 46.1 µM), without a hit: at the highest dose activity change, negative = cytotoxic, most hits filed as cytotoxic. AID 1347075. 400,000 compounds, 1.4% hits. KB-3-1 viability, CellTiter-Glo ATP luminescence, 72 h; note: potency is the fitted concentration of half-maximal effect; % is set by controls: 0 for no effect and ±100 for the full control effect; nearly all actives have a fitted effect of over 60% in size
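Cells are dispensed, compounds pinned in, plates held at 37 °C for 72 h, then CellTiter-Glo is added and luminescence read after 10 minutes. Cell line: parental KB-3-1 in phenol-red-free DMEM, 10% FBS.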
MCF10A rerep: DNA re-replication induction in MCF 10a cells; MCF 10A DNA re-replication, Hoechst nuclear intensity, 48 h; Potency, µM (highest dose often 46.1 µM), inactives show at the highest dose activity, positive = re-replication, hits mostly activators; 350,000 compounds, 2.9% hits; AID 624296; note: potency is the fitted concentration of half-maximal effect; % of control where 0% means no effect; nearly all actives have a fitted effect of over 50% in size
SW480 rerep: DNA re-replication induction in SW480 cells. SW480 DNA re-replication, Hoechst DNA content imaging, 48 h. Potency, µM (series often up to 46.1 µM), inactives show at the highest dose re-replication activation, most hits filed as activators. 340,000 compounds, 1.8% hits. AID 624297; note: potency is the fitted concentration of half-maximal effect; % of control where 0% means no effect; nearly all actives have a fitted effect of over 55% in size
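Hoechst fluorescence of nuclei (405 nm excitation, 500-530 nm emission) measured by plate-scanning imager after 48 hr compound exposure at 37 C; re-replication scored as increased number of nuclei with elevated intensity.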
HT1080 IDH1KD tx: toxicity to HT-1080 IDH1 knockdown cells (counter line); AID 686971; HT-1080 IDH1 knockdown viability, ATP luminescence, 48 h; 360,000 compounds, 2% hits; Potency, µM (top dose mostly 46.1 µM), for the others: top-dose activity, negative = toxicity, usual class: cytotoxic;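 note: potency is the fitted concentration of half-maximal effect; 0% = DMSO wells and -100% = cell-free medium wells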
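Viability of IDH1-knockdown HT-1080 fibrosarcoma cells was assessed by CellTiter-Glo after 48 h at 37 °C with titrated compound; concentration-effect curves were classified by fit quality and response size.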
KB-V1 cytotox: kills drug-selected multidrug resistant KB-V1 cells. 400,000 compounds, 3.4% hits. KB-V1 MDR cells viability, CellTiter-Glo, 72 h. Potency, µM (series often up to 46.1 µM), inactives show at the highest dose activity change, negative = cytotoxicity, hits mostly cytotoxic; note: potency is the fitted concentration of half-maximal effect; % is set by controls: 0 for no effect and ±100 for the full control effect; nearly all actives have a fitted effect of over 60% in size
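In this primary screen, KB-V1 cells overexpressing P-gp are incubated with library compounds (lowest to highest concentration) for 72 h at 37 degrees C before a luminescent ATP viability read.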
ATXN2 expr inh: reduces ATXN2 reporter expression in HEK-293 cells. 360,000 compounds, 0.72% hits. HEK-293 ATXN2-luciferase reporter, luminescence, 24 h. AID 1745845. Potency, µM (doses to about 57 µM), without a hit: top-dose activity change, negative = inhibition, most hits filed as inhibitors; note: potency is the fitted concentration of half-maximal effect; % is set by controls: 0 for no effect and ±100 for the full control effect; nearly all actives have a fitted effect of over 55% in size
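ATXN2-luciferase reporter cells (luciferase flanked by upstream and downstream ATXN2 gene portions) were treated 24 h at 37 °C with compounds at up to 57 uM. SteadyGlo luminescence gave expression; GF-AFC fluorescence gave viability.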
IL-1B inflam inh: inflammasome signaling inhibition, IL-1 beta readout. activity change, % at 57.5 µM. 360,000 compounds, 4.7% hits. THP-1 LPS/ATP IL-1B secretion, AlphaLISA, 16 h; active compounds read low; in the data active = activity change below about -50%; inconclusive = mostly about -30% to -49%; note: % is set by controls: 0 for no effect and ±100 for the full control effect
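Secreted IL-1B measured by AlphaLISA bead assay after 16 h compound exposure of THP-1 cells; compounds (final up to 57.5 uM) added 1 h before LPS (250 ng/mL) and ATP (1.25 mM) stimulation; lower signal means less secretion.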
HT1080-NT tox: kills 2HG-producing HT-1080-NT fibrosarcoma cells | HT-1080-NT fibrosarcoma viability, CellTiter-Glo ATP luminescence, 48 h | Potency, µM (titrated, usually from 46.1 µM), for the others: at the highest dose activity, negative = less viability, hits mostly cytotoxic | 360,000 compounds, 1.6% hits | AID 686970;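 note: NT is the 2HG producing partner of a matched IDH1 knockdown line; potency is the fitted concentration of half-maximal effect; 0% = DMSO-treated cells and -100% = media-only wells without cells; nearly all actives have a fitted effect of over 55% in size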
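HT-1080-NT fibrosarcoma cells (2HG-overproducing), 750 cells/well in RPMI with 5% FBS, dosed after 2 h and incubated 48 h at 37C. CellTiter-Glo luminescence normalized to DMSO and no-cell wells; concentration-response curves fitted and classed.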
* marks the source's active call; other numbers are inactive results; ? = inconclusive; · = no result given; & = joins results of further samples; [ ] = remark or other dose. Unless noted, calls come from the whole dose curve; as a rule, active = well fitted curve in the direction sought with a large enough effect; inconclusive = small, poorly fitted or top-dose-only effect, or another doubt; inactive = no such curve, though single readings can be large; an effect the other way counts as inactive or inconclusive. The order is random. Share with any hit: about 12%.

SMILES	WRN inhibitor	KB-3-1 cytotox	MCF10A rerep	SW480 rerep	HT1080 IDH1KD tx	KB-V1 cytotox	ATXN2 expr inh	IL-1B inflam inh	HT1080-NT tox
CCCCCc1c(C)nc(N2CCc3ccccc3C2)[nH]c1=O	1%	-1%	5%	-7%	14%	-23%	3%	0	12%
O=C(NCC(c1ccc(F)cc1)N1CCOCC1)c1cccnc1Sc1ccc(Cl)cc1 (centres undefined)	10%	-10%	17%	-8%	-16%	?	-22%	-3	-7%
Cc1ccc(C)c(-c2nnc(NC(=O)c3ccco3)o2)c1	-8%	?	7%	?	-27%	?	-19%	8	-1%
O=C(NC1CCCc2ccccc21)N[C@@H](Cc1ccccc1)C(=O)O (some centres undefined)	-3%[57.1 µM]	5%	?	-7%	6%	24%	0%	53	7%
Cc1ccc(S(=O)(=O)N2CCCN(S(=O)(=O)C3CCS(=O)(=O)C3)CC2)cc1 (centres undefined)	-1%	12%	29%	-9%	-1%	10%	13%	7	-5%[9.24 µM]
Cc1ccc(-n2nc3c(=O)n(CC(=O)NC4CCCCCC4)nc(C)c3c2C)cc1	1%	?	10%	-2%	17%	?	-10%	-5	2%
O=[N+]([O-])c1ccc(Cc2ccc([N+](=O)[O-])cc2)cc1	0%	-2%	-2%	0%	-15%	4%	7%	39	-14%
Cc1cccc(N2CCN(CC(=O)N(C3CCCC3)C3CCS(=O)(=O)C3)CC2)c1C (centres undefined)	-28%	-13%	1%	-1%	-3%	0%	-11%	17	6%
CCN(CC)C(=O)C1=C(C)N(Cc2ccccc2)C(=O)C(CC(=O)NCCc2ccccn2)C1 (centres undefined)	2%	9%	·	·	6%	29%	11%	8	7%
COc1cccc(N=CNc2cccc(OC)c2)c1	-5%	0%	-1%	-3%	?	16%	22%	-16	-22%
C/C=C/CSc1nc2c(c(=O)[nH]c(=O)n2C)n1Cc1ccc(C)cc1	-4%	-7%	-3%	-15%	4%	-25%	-5%	7	2%
COCCNC(=O)C1CCC(CNS(=O)(=O)c2ccc3c(c2)CC(C)N3C(=O)C2CC2)CC1 (centres undefined)	6%	-2%	0%	0%	3%	5%	16%	-18	7%
Cc1ccc(S(=O)(=O)N2CCN(C(=O)COC(=O)CSc3ccccc3)CC2)c(C)c1	0%	8%	19%	2%	-2%	15%	-7%	6	-1%
COc1ccccc1-c1cnc2c(c1)C(=O)N([C@@H](C)CO)C[C@H](C)[C@H](CN(C)C)O2	-1%	-3%	·	·	-8%	?	2%	-4	-1%
CC(=O)N1C(C)(C)CC(=NOS(=O)(=O)c2ccccc2)CC1(C)C	-12%	-12%	-9%	-12%	-3%	0%	-28%	7	14%
CCCCn1c(N)c(N(CC)C(=O)c2ccc3c(c2)S(=O)(=O)c2ccccc2C3=O)c(=O)[nH]c1=O	-8%	17%	-1%	2%	-14%	-1%	9%	31	-3%
CCOC(=O)C1(Cc2cccc(Cl)c2)CCCN(CCO)C1 (centres undefined)	4%	-9%	9%	-2%	7%	4%	-10%	-3	-7%
Cc1nnc(SCC(=O)N(C)CC(=O)Nc2ccccc2Cl)s1	-3%	22%	25%	-37%[inhibitor]	6%	5%	-2%	19	15%
S=C(NCc1cccc(Cl)c1)NC1CCCCC1	-7%	?	?	-17%	-1%	18µM*	-1%	-18	-1%
CCc1ccccc1NC(=O)CCC(=O)OCC(=O)c1ccc(-c2ccccc2)cc1	-13%	10%	3%	-4%	-7%	5%	8%	11	8%
CC(C)N(C(=O)c1ccccc1-c1ccccc1)C(C)C	-1%	-7%	19%	2%	-20%	8%	-11%	-14	-1%
COc1cccc(-n2c(Cc3cc(=O)[nH]c(=O)[nH]3)nnc2SCc2cccnc2)c1	5%	2%	0%	3%	4%	-13%	5%	0	0%
O=C(NC1CCCCCCC1)c1cc(F)c(F)cc1Cl	-1%	0%	39%	?	-6%	-6%	29%	-12	-4%
COc1ccc([C@@]2(C(C)C)ON(c3ccccc3C(F)(F)F)C2=O)cc1	-17%	-7%	?	?	-10%	?	?	-29	-14%
O=C(NCc1ccco1)c1cc2nc(C3CC3)cc(C(F)(F)F)n2n1	-7%	0%	6%	-1%	-9%	?	-11%	-18	-7%

Following part.
SMILES	WRN inhibitor	KB-3-1 cytotox	MCF10A rerep	SW480 rerep	HT1080 IDH1KD tx	KB-V1 cytotox	ATXN2 expr inh	IL-1B inflam inh	HT1080-NT tox
CCOC(=O)c1ccccc1NC(=O)Cc1ccccc1OC	-6%	13%	?	2%	-1%	?	-10%	1	-18%
Fc1cccc(Cc2noc(CN3CCN(c4cnccn4)CC3)n2)c1	-3%	0%	1%	-3%	-11%	-18%	·	?	-1%
COc1ccc(N(C)S(=O)(=O)c2cccc(C(=O)OCC(=O)N3CC(C)CC(C)C3)c2)cc1 (centres undefined)	-18%	1%	?	1%	9%	-11%	-10%	-27	7%
COc1cc(C(C)=O)ccc1COc1ccc(C(=O)O)cc1OC	-35%	19%	12%	-6%	24%	11%	4%	0	22%
CC(=O)OC(C(=O)NCc1ccco1)c1ccncc1 (centres undefined)	-13%	0%	-9%	-7%	10%	15%	16%	-1	14%
Cc1cc(C)c2c(N)c(C(=O)C(C)(C)C)sc2n1	4%[57.1 µM]	-4%	?	?	1%	-3%	7%[11.3 µM]	13	-1%
Cn1c(SCc2n[nH]c(=S)o2)nnc1-c1ccccc1	3%	10%	6%	-6%	9%	4%	5%	9	15%
CCOC(=O)CSc1nc2sc(C)c(C)c2c(=O)[nH]1	1%	0%	-3%	-7%[9.22 µM]	19%	?	6%	34	8%
CCOC(=O)C1=C(CSc2nc(CC)c(C)cc2C#N)OC(N)=C(C#N)C1c1ccccc1 (centres undefined)	-45%[57.1 µM]	1%	?	18%	0%	-17%	-3%	10	-2%
CCOc1ccc(NS(=O)(=O)c2ccc(NS(=O)(=O)c3ccccc3)cc2)cc1	-16%	-21%	9%	?	?	-21%	-11%	-1	?
CCC(NC(=O)c1cc(COc2ccc(F)cc2Cl)on1)c1ccncc1 (centres undefined)	-1%	-12%	?	·	?	-15%	?	?	-11%
O=C(COc1ccccc1)NCCSc1ccccc1	-1%	8%	-1%	-5%	0%	?	65%[activator]	-6	7%
O=C(CN1C(=O)C2C3C=CC(C3)C2C1=O)OCC(=O)c1ccc(Br)cc1 (centres undefined)	-7%	-8%	?	-12%	-3%	-21%	-2%	20	3%
COc1ccc(N=C2NC(=O)/C(=C/C=C/c3ccccc3)S2)cc1	-11%	29%	?	-4%	1%	25%	-6%	-6	-2%
CCn1ncc(/C=N/O)c1C	-24%	0%	-1%	-2%	15%	?	-1%	2	12%
CCC(CO)Oc1cc(NC(=O)c2ccccc2C)c2ncn(C(C)C)c2c1 (centres undefined)	-2%	0%	17%	-17%	6%	0%	-3%	0	5%
CCOc1ccccc1CN1CCN(Cc2cc3ccccc3[nH]2)CC1CCO (centres undefined)	-12%	-11%	?	?	?	0%	-17%	?	23µM*
CCCCN(C)CCn1c(=S)[nH]c2ncccc2c1=O	4%	2%	1%	1%	11%	-29%	-1%	14	-1%
CCN(CC)S(=O)(=O)c1cc(-c2nn(C)c(=O)c3ccccc23)ccc1C	-25%	0%	27%	?	-20%	-10%	23%	38	-14%
CN1CCCC(OC(=O)c2cc(F)c(F)c(F)c2F)C1 (centres undefined)	-4%	3%	-11%	2%	6%	?	-14%	-19	7%
Cc1ccc(-n2cc(CN3CCN(c4ccccn4)CC3)c(-c3ccc(F)cc3)n2)cc1	-21%	?	18µM*	?	?	?	-12%	?	10%
COC(=O)[C@]1(Cc2ccccc2)N[C@H](CN(C)C(=O)C2CCCCC2)[C@@H]2C(=O)N(C)C(=O)[C@@H]21	6%	?	1%	?	-1%	1%	11%	-9	4%
CCOc1cc(/C=N/O)ccc1OS(=O)(=O)c1ccc(C)cc1	-7%	?	?	0%[9.22 µM]	-21%	?	6%	2	-22%
CC[C@H]1C/C=C\Cc2ccccc2[C@H](C(=O)C[C@@H](O)CC(C)=O)OC1=O	-2%	-1%	-22%	-1%	5%	0%	9%	-5	10%
COc1ccc(CSc2ccc(-c3nc4ccccn4c3NCc3ccccc3)cc2OC)cc1	0%	?	23µM*	?	-2%	?	-27%	?	-25%
O=C(CC1SC(=Nc2cccc3ccccc23)N(Cc2ccccn2)C1=O)Nc1ccccc1Br (centres undefined)	-17%	?	?	15%&15%	-24%	16µM*	-20%	-4	-14%
CCN(CC(=O)Nc1ccc(NC(C)=O)cc1)C(=O)COc1ccc2ccccc2c1	-2%	-5%	-1%	0%	-13%	25%	4%	-5	-4%
CCCCC(CC)C(=O)Nc1cccc(SC)c1 (centres undefined)	-2%	-1%	0%	-17%	-10%	-3%	3%	?	-8%
CS(=O)(=O)c1cccc(S(=O)(=O)N2CCN(c3ccccn3)CC2)c1	-5%	-3%	?	?	-10%	-3%	-4%	0	-11%
CCn1c(SC)nc(O)c(C(c2ccc(OC)c(O)c2)c2c(O)nc(SC)n(CC)c2=O)c1=O	-28%	9%	-3%	-10%	14%	30%	-10%	14	7%

Single records, as listed above. Values in the order: WRN inhibitor	KB-3-1 cytotox	MCF10A rerep	SW480 rerep	HT1080 IDH1KD tx	KB-V1 cytotox	ATXN2 expr inh	IL-1B inflam inh	HT1080-NT tox
`O=C(COc1ccccc1)NCCSc1ccccc1` across the screens: -1%	8%	-1%	-5%	0%	?	65%[activator]	-6	7%
`CCOC(=O)c1ccccc1NC(=O)Cc1ccccc1OC` across the screens: -6%	13%	?	2%	-1%	?	-10%	1	-18%
`CCOc1cc(/C=N/O)ccc1OS(=O)(=O)c1ccc(C)cc1` across the screens: -7%	?	?	0%[9.22 µM]	-21%	?	6%	2	-22%
